TTR transcr act – activators of transthyretin transcription. hit rate 1.3% among 92,000. AID 1117267. SH-SY5Y TTR promoter Gaussia luciferase, luminescence; 100% = recombinant luciferase protein wells. activation, % at 16.7 µM;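 active = activation above the mean of all tested compounds plus 3 SD, cut at about 9.5% in these data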;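 note: cells exposed to compounds for one day before reading; 0% = median of all test compound wells on the plate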
* hit, by the source's call. An excerpt; count on the stated rates, not on these rows.

SMILES | TTR transcr act
CCCCCc1c(-c2ccc(Br)cc2)ncn1CCc1ccccc1OC | -1.8
CCc1nc2c(=O)[nH]cnc2o1 | 1.2
c1cncc(CNc2nc(N3CCOCC3)nc(N3CCOCC3)n2)c1 | 0.5
CSc1ccc(/C=N/NC(=O)c2ccc(C)c(C)c2)cc1 | -2.8
CCOC(=O)C1=C(C)NC(C)=C(C(=O)OCC)C1C(=O)OCC(=O)N1c2ccccc2CC1C (stereo not given) | 0.1
C[C@H](NC(=O)c1ccco1)C(=O)Nc1nc(-c2ccccn2)cs1 | 0.2
Cc1cc(C)nc(SCC(=O)Nc2ncccn2)n1 | 1.8
CC1CN(C(=O)/C=C/c2ccccc2[N+](=O)[O-])CC(C)O1 (stereo not given) | -0.1
O=C(COC(=O)CCN=C1NS(=O)(=O)c2ccccc21)NNC(=O)c1ccc(Cl)cc1 | -0.2
Cc1ccc(C)c(C(O)c2ncc(-c3ccccc3)[nH]2)c1 (stereo not given) | 0.8
Cc1ccc(NC(=O)C2(c3cccs3)CCOCC2)cc1C | 2.9
CCOC(=O)C1=C(C)N=c2sc(=Cc3ccc(OCC(=O)O)cc3)c(=O)n2C1c1ccc(SC)cc1 (stereo not given) | 1.2
O=C1CC(c2ccncc2)c2cc3c(cc2N1)OCO3 (stereo not given) | -1.4
Cc1[nH]c(C)c(S(=O)(=O)NCCc2ccccc2)c1C(=O)N1CCCCC1 | 0.6
Cc1cccc(NC(=S)N(CCCN2CCOCC2)C(C)c2cc3ccccc3o2)c1 (stereo not given) | 0.1
O=c1cc(NCc2ccccc2)[nH]c(=O)[nH]1 | 1.4
COc1ccc(CN(C)CC(=O)Nc2ccccc2C(F)(F)F)cc1 | -0.8
CC(C)[C@H](NC(=O)c1ccccc1Cl)C(=O)OCc1cc([N+](=O)[O-])cc2c1OCOC2 | 3.4
COc1cc(C)c(Cl)cc1S(=O)(=O)NCCN1CCOCC1 | 1.8
CCn1nc(C)c(/C=N/NC(=O)Cn2nccc2C)c1C | -1.4
COc1cc([C@@H]2CC=C(C(=O)O)[C@H](c3ccccc3)N2S(=O)(=O)c2ccc(C)cc2)cc(OC)c1OC | -1.5
O=C1CN(C(=O)NCC(=O)N[C@@H](Cc2ccccc2)C(=O)O)c2ccccc2N1 | -1.0
COC(=O)c1ccc(CSCc2ccc(C(=O)OC)o2)o1 | -0.9
CCCNC(=O)C(Cc1ccccc1)NC(=O)c1ccc(C(F)(F)F)cc1 (stereo not given) | 3.1
O=C(CNC(=O)c1ccc(OC(F)F)cc1)NC1CCCc2ccccc21 (stereo not given) | 1.7

Ordered by value in TTR transcr act (falling): five from the list above.
SMILES | TTR transcr act
CC(C)[C@H](NC(=O)c1ccccc1Cl)C(=O)OCc1cc([N+](=O)[O-])cc2c1OCOC2 | 3.4
CCCNC(=O)C(Cc1ccccc1)NC(=O)c1ccc(C(F)(F)F)cc1 (stereo not given) | 3.1
CCc1nc2c(=O)[nH]cnc2o1 | 1.2
CCOC(=O)C1=C(C)NC(C)=C(C(=O)OCC)C1C(=O)OCC(=O)N1c2ccccc2CC1C (stereo not given) | 0.1
COc1cc([C@@H]2CC=C(C(=O)O)[C@H](c3ccccc3)N2S(=O)(=O)c2ccc(C)cc2)cc(OC)c1OC | -1.5

4 records drawn at random from the list so far:
SMILES | TTR transcr act
CC1CN(C(=O)/C=C/c2ccccc2[N+](=O)[O-])CC(C)O1 (stereo not given) | -0.1
COc1cc(C)c(Cl)cc1S(=O)(=O)NCCN1CCOCC1 | 1.8
CC(C)[C@H](NC(=O)c1ccccc1Cl)C(=O)OCc1cc([N+](=O)[O-])cc2c1OCOC2 | 3.4
Cc1ccc(NC(=O)C2(c3cccs3)CCOCC2)cc1C | 2.9

The list goes on.
SMILES | TTR transcr act
Cc1cc(C)c(C)c(S(=O)(=O)N2CCN(CC(=O)NC(=O)NCc3ccccc3)CC2)c1C | -1.9
Cc1ccc(-c2nc3cnccn3c2Nc2c(C)cccc2C)o1 | -2.0
CCc1nc(NC(C)C)c2oc3ccccc3c2n1 | 5.8
CCc1cccc(CC)c1-n1c(SCC(=O)N2CCc3ccccc32)nc(O)cc1=O | 0.2
CC(=O)Nc1cccc(Nc2nc(-c3ccccc3F)nc3ccccc23)c1 | -0.1
COc1ccc(C(=O)N2CCN(c3nc4cc(C)cc(C)c4cc3C#N)CC2)cc1 | -0.2
O=c1cc(Cl)[nH]c(=O)n1CCNc1ncc(C(F)(F)F)cc1Cl | 7.3
C[C@H](CO)N1C[C@H](C)[C@@H](CN(C)C(=O)c2cccc(F)c2)Oc2cc(-c3cncnc3)ccc2S1(=O)=O | 1.5
CC(C)(C)c1ccc(C(CC(=O)O)NC(=O)Cc2ccccc2)cc1 (stereo not given) | -1.4
COc1ccc2cc(CN(CC3CCCO3)C(=O)Nc3ccccc3OC)c(=O)[nH]c2c1 (stereo not given) | 1.4
C/C(=N\NC(=O)c1ccc(Cl)cc1)c1ccc(N2CCOCC2)cc1 | -0.5
CC(C)c1ccc(NC(=O)[C@@H](NC(=O)N2CC(=O)Nc3ccccc32)C(C)C)cc1 | -0.8
O=C1/C(=C/c2ccccn2)SC(=S)N1c1ccc(O)cc1 | -0.5
COc1ccc(CNS(=O)(=O)c2ccc3c(c2)C(C)(C)C(=O)N3C)cc1 | -1.1
Cc1ccc(NC(=S)NNC(=O)Nc2ccccc2)cc1 | -0.7
CN(C)c1ccc(C(=O)OCC(=O)c2ccc[nH]2)cc1 | 1.1
O=C(NCc1cccnc1)/C(=C\c1ccc(-c2cccc(Cl)c2)o1)S(=O)(=O)c1ccccc1 | -6.3
Nc1ncnc2c1ncn2[C@@H]1O[C@H](CNC(=O)[C@@H]2CCCN2S(=O)(=O)c2ccc(F)cc2)[C@@H](O)[C@H]1O | 0.5
COc1ccc(N2CCN(C(=O)CNC(=O)c3ccc(C(C)(C)C)cc3)CC2)cc1 | -5.3
CC1(C(=O)NCc2cccc(Cl)c2)Cc2c(-c3ccccc3)ccnc2O1 (stereo not given) | 2.2
Cc1occc1-c1nnc(SCC(=O)NC2CCCCC2)o1 | 0.2
O=c1[nH]nc(-c2cc(-c3ccccc3)nc3ccccc23)o1 | -0.2
Fc1ccc(CC2CCN(c3ncnc4sccc34)CC2)cc1 | -1.0
O=S(=O)(NCc1ccc(C(F)(F)F)cc1)c1ccc(-n2cnnn2)cc1 | 1.0
CC(C)(C)C(=O)NC(NC(=S)Nc1ccc(S(N)(=O)=O)cc1)C(Cl)(Cl)Cl (stereo not given) | -1.5

The closing 3 entries of the part before come first, to join the parts.
SMILES | TTR transcr act
Fc1ccc(CC2CCN(c3ncnc4sccc34)CC2)cc1 | -1.0
O=S(=O)(NCc1ccc(C(F)(F)F)cc1)c1ccc(-n2cnnn2)cc1 | 1.0
CC(C)(C)C(=O)NC(NC(=S)Nc1ccc(S(N)(=O)=O)cc1)C(Cl)(Cl)Cl (stereo not given) | -1.5
Cc1cc(C)nc(SCc2ccc(C(=O)N/N=C3\CCCC(=O)C3)cc2)n1 | -1.6
O=C(Cc1ccc2c(c1)CCCC2)Nc1ccc2ccccc2c1 | 6.9
CN(CC(=O)Nc1c(Cl)cccc1Cl)C(=O)C1CC(=O)N(Cc2ccccc2)C1 (stereo not given) | 6.0
CC(C)n1c(SCC(=O)Nc2nc3c(s2)CCCC3)nc2c1c(=O)n(C)c(=O)n2C | -2.4
Cc1nnc2n(-c3ccccc3)c(=O)c3ccccc3n12 | 0.8
Cc1ccc(NC(=O)/C(=C/c2ccco2)c2ccccc2)c(C)c1 | 5.8
CCCCN(C(C)=O)c1ccc2c(c1)C1CC2CCN1Cc1ccccc1 (stereo not given) | 3.4
COC(=O)c1cc(-c2ccc(Br)cc2)c2c(=O)[nH]c(=O)n(C)c2n1 | -0.3
CCOC(=O)C1=C(N)Oc2ccc3ccccc3c2C1c1ccc(O)cc1 (stereo not given) | 0.2
CN1/C(=C\C(=O)c2cccnc2Cl)C(C)(C)c2ccccc21 | -1.7
O=C(Nc1ccc(F)cc1)C1CCN(S(=O)(=O)c2ccc3[nH]c(=O)oc3c2)CC1 | 0.3
Cc1cccc(-c2nc3ccccc3c(=O)n2NC(=O)c2cccnc2Cl)c1 | 0.0
CCOC(=O)C1CCN(c2ccc([N+](=O)[O-])cc2S(=O)(=O)N2CCOCC2)CC1 | -0.3
CC(=O)OC1COC(n2ccc3ccccc32)C(OC(C)=O)C1OC(C)=O (stereo not given) | 2.2
COc1ccc(C(C(=O)NCC2CCCO2)N(Cc2ccco2)C(=O)c2snc(C(N)=O)c2N)cc1OC (stereo not given) | 3.0
COc1cc(OC)cc(C(=O)Nc2ccc(S(=O)(=O)Nc3ccccn3)cc2)c1 | 2.0
COc1ccc(CN(C)C(=O)/C=C/[C@H]2O[C@@H](n3cnc4c(N)ncnc43)[C@H](O)[C@@H]2O)cc1OC | 1.7
CC1(C)O[C@H]2CC(=O)OC[C@]23[C@H]2CC[C@@]4(C)[C@H](c5ccoc5)OC(=O)[C@H]5O[C@]54[C@]2(C)[C@@H](O)C[C@@H]13 | -2.0
O=C1c2ccccc2-c2ncnc3c(N4CCOCC4)cc(N4CCOCC4)c1c23 | -1.2
O=C(CSc1n[nH]c(-c2ccccn2)n1)Nc1ccccc1 | -0.1
O=C(Nc1ccc2c(c1)OCCO2)c1cccc(S(=O)(=O)N2CCCCC2)c1 | -2.5
Fc1ccc(CCn2c(Cn3c(-c4cnccn4)nc4ccccc43)nc3ccccc32)cc1 | 0.6
CCc1nc2sc(C(=O)O)c(N)c2c2c1CCCC2 | 1.0
CC(N)C12CC3CC(CC(C3)C1)C2 (stereo not given) | -2.3
Cc1nn2c(NCc3ccccn3)c3c(nc2c1-c1ccccc1)CCC3 | -2.6

Taken from above:
TTR transcr act with COc1ccc(C(C(=O)NCC2CCCO2)N(Cc2ccco2)C(=O)c2snc(C(N)=O)c2N)cc1OC (stereo not given) : 3.0
TTR transcr act with O=C(Cc1ccc2c(c1)CCCC2)Nc1ccc2ccccc2c1 : 6.9
TTR transcr act with CCCCN(C(C)=O)c1ccc2c(c1)C1CC2CCN1Cc1ccccc1 (stereo not given) : 3.4

(listing goes on)
SMILES | TTR transcr act
CC1CN(C(=O)COC(=O)c2cc(Cl)ccc2Cl)CC(C)O1 (stereo not given) | 0.5
CCN(CC(=O)Nc1ccc(NC(C)=O)cc1)Cc1c(O)ccc2cc(Br)ccc12 | 0.4
O=c1[nH]n(Cc2ccccc2)c2ccccc12 | -0.1
O=C(NCC(=O)N1CCN(c2ccccn2)CC1)c1ccc(Br)o1 | 0.1
C/C(=N\NC(=S)NC1CCCCC1)c1cccc(C(F)(F)F)c1 | -0.7
Cc1ccc(S(=O)(=O)c2c(C)nn(-c3ccccc3)c2OC(=O)c2ccco2)cc1 | -0.3
c1ccc2c(c1)-c1nc3ccccc3cc1C2N1CCCCC1 (stereo not given) | -0.8
O=C(c1ccc([N+](=O)[O-])cc1)N(Cc1ccc(Cl)cc1)N1C(=O)CCCC1=O | 0.2
COc1cc(C2C(C#N)=C(N)N(c3cccnc3)C3=C2C(=O)CCC3)ccc1O (stereo not given) | 3.2
COc1cc(NC(=O)CSc2nccc(=O)[nH]2)c(C)cc1[N+](=O)[O-] | 1.4
Cc1ccc(NC(=O)CN(C)C(=O)COC(=O)c2nccnc2N)cc1 | -0.6
CC(C(=O)O)c1n[nH]c(=O)c2ccccc12 (stereo not given) | -0.5
O=C(c1ccccc1)[C@@H]1[C@@H](C(=O)c2ccc(F)cc2)[C@@]2(C(=O)Nc3ccccc32)[C@H]2c3ccccc3C=CN12 | 0.2
CCc1ccc(NC(=S)N(CCN2CCCCC2)Cc2ccco2)cc1 | 1.5
COc1ccc(NC(=O)/C(C#N)=C/c2c(C)nn(-c3ccc(F)cc3)c2Cl)cc1OC | -0.8
COc1ccc(-n2nc(C(=O)NCC(=O)Nc3cc(OC)c(OC)c(OC)c3)c3ccccc3c2=O)cc1 | -2.1
COc1ccc(NC(=O)n2nc(OC(=O)c3cccs3)cc2N)cc1 | -1.5
CC(Sc1nnnn1-c1ccc(O)cc1)c1nc2ccccc2c(=O)[nH]1 (stereo not given) | -1.5
CCOC(=O)CSc1ccc2nnc(-c3cccnc3)n2n1 | 1.7
COc1ccc(Nc2nc(C)nc3c2nnn3Cc2ccccc2Cl)c(OC)c1 | 0.5
CNNC(=O)C(C)NC(=O)c1ccc(Br)cc1 (stereo not given) | -2.3
O=C(Nc1ccc(N2CCOCC2)cc1)c1cccc(S(=O)(=O)N2CCCC2)c1 | -2.5
CN(C)c1ccc(N2CC(C)(C)C2=O)cc1 | 0.2
CCOn1c(=O)c(-c2cccc([N+](=O)[O-])c2)[n+]([O-])c2ccccc21 | 1.5
Cc1ccccc1Cn1cnc2c(nnn2Cc2ccc(F)cc2)c1=O | 1.5
The listing continues.
SMILES | TTR transcr act
CCn1ncc([N+](=O)[O-])c1C(=O)N1CCc2ccccc2C1 | 3.6
Cc1ccc(NS(=O)(=O)c2ccc(CCC(=O)NCc3cccnc3)cc2)cc1 | -0.6
N#Cc1cc2c(nc1Cl)CCC2 | -0.2
CC1(C)CC(=O)C2=C(C1)N=C1SCCC(=O)N1C2c1cccc([N+](=O)[O-])c1 (stereo not given) | -1.2
CCCc1cc(=O)[nH]c(SCC(=O)Nc2cc(S(=O)(=O)N3CCOCC3)ccc2Cl)n1 | -0.3
CC1CC(N(C(=O)c2ccccc2Cl)c2ccccc2)c2ccccc2N1 (stereo not given) | -2.1
O=C(CCCSc1nc2ccccc2[nH]1)NC(c1ccccc1)c1ccccc1 | -2.1
CC(=O)Nc1ccc(NC(=O)CSc2nnc(C)c(=O)[nH]2)cc1 | -0.8
O=C(CNC(=O)Cc1ccccc1)N=Nc1c(O)n(Cc2ccc3c(c2)OCO3)c2ccccc12 | -2.2
COCCNC(=O)CC(NS(=O)(=O)c1ccc(C)cc1)c1ccco1 (stereo not given) | -3.1
C=C(C)Cn1c(=O)c2c(nc3n2CCCN3CCc2ccccc2)n(C)c1=O | 2.6
Cc1cc(C)cc(NS(=O)(=O)c2ccc(NC(=S)Nc3ccccc3)cc2)c1 | 1.3
CCOC(=O)Nc1ccc2ncn(C)c(=O)c2c1 | 1.4
COc1ccc(C(=O)/C=C/c2cccs2)c(OC(=O)c2cccc([N+](=O)[O-])c2)c1 | 2.7
CCN(CC(=O)Nc1ccc2c(c1)OCCO2)CC(=O)Nc1ccccc1C(F)(F)F | -0.1
CCOC(=O)c1sc(Nc2ccccc2)nc1C | -2.4
COc1ccccc1NC(=O)c1ccc(COc2ccc3c(c2)CCC3)cc1 | 1.4
